# Pol beta inh = inhibitors of human DNA polymerase beta. Pol beta primer extension/strand displacement, fluorescence kinetic. Potency, µM (titrated, usually from 114 µM), without a hit: at the highest dose activity change, negative = inhibition, hits mostly inhibitors. 340,000 tested, 1.3% active. AID 485314; also: potency is read from the fitted curve at half-maximal effect; % is scaled to controls: 0 for no effect and ±100 for the full control effect
#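 Curves were derived by four-parameter Hill fits of normalized qHTS data. The kinetic fluorescent primer-extension read was taken at 0 and 10 min after 50 nM substrate, following a 15 min room-temperature preincubation of 10 nM enzyme with compounds.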
# APE1 inh = APE1 (human) endonuclease inhibition; recombinant APE1, TAMRA/BHQ-2 abasic DNA cleavage fluorescence; P27695; 350,000 tested, 0.35% active; Potency, µM (series often up to 65.8 µM), for the others: top-dose activity change, negative = inhibition, actives largely listed as inhibitors;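 also: potency is read from the fitted curve at half-maximal effect; plate controls were vehicle for no effect and reference inhibitor for full effect; nearly all actives have a fitted effect of over 55% in size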
#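 Activity was derived from the fluorescence gain between first and third kinetic reads (60 s intervals, ex 525/em 598 nm) after 50 nM THF-abasic TAMRA/BHQ-2 duplex was added to 0.75 nM APE1 preincubated 15 min with compound.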
# LDHA block = blocks human lactate dehydrogenase A; activity change, % (values are at about 110 or 230 µM); 480,000 tested, 0.15% active; P00338; purified LDHA, NADH/diaphorase-resazurin fluorescence; active compounds read low; in the data active = activity change below about -30%; inconclusive = mostly about -25% to -30%;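 also: plate controls were DMSO wells for no effect and wells without enzyme for full effect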
#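 Human LDH5 (2 nM) was incubated with 0.06 mM NADH and 0.2 mM pyruvate for 5 min at room temperature in Tris pH 7.4. Remaining NADH was coupled through diaphorase/resazurin, and resorufin fluorescence was read at 0 and 20 min.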
# RGS4 inh = inhibitors of human regulator of G protein signaling 4; P49798; Transcreener GDP fluorescence polarization, RGS4-accelerated GTP hydrolysis; Potency, µM (highest dose often 114 µM), without a hit: top-dose activity change, negative = inhibition, hits mostly inhibitors; 390,000 tested, 0.039% active; AID 504845; also: potency is read from the fitted curve at half-maximal effect; % is scaled to controls: 0 for no effect and ±100 for the full control effect; nearly all actives have a fitted effect of over 75% in size; some results filed as inactive show a strong effect at the top dose
# Target sequence (P49798 whole entry, looked up): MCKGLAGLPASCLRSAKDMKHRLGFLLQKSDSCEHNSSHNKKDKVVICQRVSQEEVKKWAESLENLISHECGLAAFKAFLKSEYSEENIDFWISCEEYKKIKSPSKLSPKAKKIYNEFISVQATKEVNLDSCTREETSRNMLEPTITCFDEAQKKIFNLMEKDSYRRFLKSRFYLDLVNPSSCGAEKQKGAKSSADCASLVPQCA
#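 MLSMR compounds (23 nl, pin-transferred) preincubated 10 min at room temperature with a 500nM (2x) first reagent, then RGS4 at 900nM (2x) plus Transcreener GDP mix added; fluorescence polarization (620/688 nm) read before and after 90 min at 30 °C.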
# Pol kappa inh = inhibitors of human DNA polymerase kappa; Q9UBT6; purified Pol kappa, fluorescent DNA synthesis assay, 10 min; 400,000 tested, 0.53% active; Potency, µM (series often up to 107 µM), for inactives: at the top dose activity, negative = inhibition, usual class: inhibitors; AID 588579; also: potency is read from the fitted curve at half-maximal effect; % is scaled to controls: 0 for no effect and ±100 for the full control effect
#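 Activity was followed as the change in fluorescence between reads at 0 and 10 min after starting the reaction with 50 nM substrate. Beforehand, 10 nM polymerase had been preincubated with compound for 15 min at room temperature.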
# ERG-DNA inh = ERG Ets/DNA interaction inhibition; fluorescence polarization, His-ERG Ets domain / labelled DNA; Potency, µM (titrated, usually from 76.9 µM), without a hit: at the highest dose FP activity, negative = inhibition, hits mostly inhibitors; 370,000 tested, 0.028% active; P11308; active = well fitted inhibition curve with a large enough effect in the polarisation, with a control signal flat; inconclusive = small, poorly fitted or top-dose-only effect, or effect the other way, or a change in a side signal; inactive = no such curve, though single readings can be large or run the other way; the % refers to the polarisation;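 also: polarization taken with two DNA probes labelled with fluorescein and Texas red; potency is read from the fitted curve at half-maximal effect; % of control where 0% means no effect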
# Target sequence (P11308 whole entry, looked up, the tested form may be a part): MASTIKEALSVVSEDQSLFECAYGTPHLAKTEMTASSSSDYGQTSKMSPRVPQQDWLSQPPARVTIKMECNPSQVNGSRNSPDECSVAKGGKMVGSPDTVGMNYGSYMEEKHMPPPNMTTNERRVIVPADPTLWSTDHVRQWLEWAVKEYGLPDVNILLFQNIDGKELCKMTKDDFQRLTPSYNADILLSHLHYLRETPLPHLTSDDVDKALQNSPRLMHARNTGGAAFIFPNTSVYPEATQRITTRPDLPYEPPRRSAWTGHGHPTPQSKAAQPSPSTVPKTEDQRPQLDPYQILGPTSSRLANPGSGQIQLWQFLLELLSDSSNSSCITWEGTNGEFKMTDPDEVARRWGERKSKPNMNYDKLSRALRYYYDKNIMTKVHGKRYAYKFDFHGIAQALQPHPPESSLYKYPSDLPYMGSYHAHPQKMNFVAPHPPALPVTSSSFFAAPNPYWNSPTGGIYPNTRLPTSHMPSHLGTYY
#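 His-tagged ERG Ets domain (1 uM in the protein solution; 300mM KCl, 50mM Tris-HCl, 1mM EDTA, 1mM DTT, pH 7.5) received compound, then a probe mix of 5 nM fluorescein-DNA and 100nM Texas-615-DNA. Fluorescence polarization was read for both dyes.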
# ALOX12 inh = blocks human arachidonate 12S-lipoxygenase. purified 12hLO, xylenol orange hydroperoxide absorbance. Potency, µM (highest dose often 108 µM), without a hit: at the top dose activity change, negative = inhibition, most hits filed as inhibitors. 580,000 tested, 1.1% active. P18054. AID 1671190; also: potency is read from the fitted curve at half-maximal effect; % is scaled to controls: 0 for no effect and ±100 for the full control effect
#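 Purified human 12hLO at 150 nM in 25 mM Hepes, 0.01% Triton X-100, pH 7.0, preincubated 15 min at room temperature with compound. Reaction started with 40 uM arachidonic acid, 30 min at room temperature. Hydroperoxide measured by Fe-xylenol orange, 573/405 nm absorbance ratio.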
# Anesthetic bind = binds horse apoferritin like a general anesthetic; AID 485281; apoferritin/1-aminoanthracene competitive binding, fluorescence; P02791; 350,000 tested, 0.074% active; Potency, µM (doses to about 77.5 µM), for inactives: at the top dose activity change, negative = displacement, hits mostly inhibitors; also: potency is read from the fitted curve at half-maximal effect; % is scaled to controls: 0 for no effect and ±100 for the full control effect; nearly all actives have a fitted effect of over 20% in size
# Target sequence (P02791 2-175 limits assumed): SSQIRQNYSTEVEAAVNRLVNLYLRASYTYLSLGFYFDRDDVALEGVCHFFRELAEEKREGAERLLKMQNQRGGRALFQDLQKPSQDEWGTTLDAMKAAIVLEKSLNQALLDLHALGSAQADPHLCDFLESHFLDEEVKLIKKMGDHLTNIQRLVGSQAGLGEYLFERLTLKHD
#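 Horse-spleen apoferritin (10 uM) in 50% saturated 1-aminoanthracene in PBS was incubated 10 min at room temperature with compound. Fluorescence (ex 380, em 535 nm) was normalized to free and bound 1-AMA, with concentration-response fitted by a four-parameter Hill equation.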
# Pol eta inh = DNA polymerase eta (human) inhibition. Q9Y253. recombinant Pol eta, fluorescent DNA replication assay. Potency, µM (titrated, usually from 114 µM), without a hit: at the highest dose activity change, negative = inhibition, usual class: inhibitors. 390,000 tested, 1.2% active. AID 588591; also: potency is read from the fitted curve at half-maximal effect; % is scaled to controls: 0 for no effect and ±100 for the full control effect
#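 Pol eta (10 nM) was preincubated with compounds for 15 min at room temperature, after which fluorescent replication substrate (50 nM final) was added to start the reaction. Fluorescence was read kinetically at 0 and 10 min.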
# * hit, by the source's call; u = inconclusive; x = not tested or not shown; & = joins results of further samples; [ ] = remark or other dose. Unless noted, calls follow the shape of the dose curve; as a rule, active = well fitted curve in the direction sought with a large enough effect; inconclusive = small, poorly fitted or top-dose-only effect, or another doubt; inactive = no such curve, though single readings can be large; an effect the other way counts as inactive or inconclusive. The list is partial, so the mix of outcomes need not match the whole.
molecule | Pol eta inh | Anesthetic bind | Pol beta inh | ERG-DNA inh | RGS4 inh | LDHA block | ALOX12 inh | Pol kappa inh | APE1 inh
CCOc1ccc(CN2C(=O)c3ccccc3C2C(=O)NCc2cccnc2)cc1 (stereo not given) | 6% | -2% | -29% | 7% | -1% | -5 | -5% | -2% | -1%
C/C(=N/O)c1ccccn1 | 0% | 0% | 19% | 1% | 6% | 3 | 26% | 6% | -7%
CCOC(=O)c1[nH]cnc1C(=O)Nc1ccccc1C | -1% | -10% | -3% | -7% | -7% | -4 | 25% | -11% | -2%
COc1ccc(-n2cc(CN(C)C3CCOCC3)c(-c3cccc(F)c3)n2)cc1 | -22% | -14% | 2% | -2% | 4% | -2 | u | -1% | -11%
Cc1cccc(OCCOC(=O)CN2C(=O)NC3(CCCC3)C2=O)c1 | -8% | x | x | -4% | -18% | -1 | 5% | -13% | 3%
COC(=O)C1=C(CS(=O)(=O)c2ccc(Cl)cc2)NC(=O)NC1c1ccc(O)cc1 (stereo not given) | 1% | 3% | 1% | -1% | 22% | -1&10 | u | -9% | -6%
CN(C)CCCNC(=O)C[C@H]1C[C@H](C(=O)N2CCCCC2)[C@@]2(C)c3[nH]c4ccc(Cl)cc4c3CCN2C1=O | -20% | x | x | -9% | -12% | -4 | -19% | -4% | -4%
COCN(C#N)c1nc(N(C)C)nc(N(C)C)n1 | -21% | -5% | -1% | 6% | -25% | 1 | 3% | -4% | 6%
Cc1cc(C(=O)OCC(=O)N2c3ccccc3CC2C)c(C)o1 (stereo not given) | -3% | u | 0% | 3% | -19% | 1 | -6% | 2% | -5%
Cc1nn2c(C)c(C(=O)NCCc3ccccc3)cnc2c1-c1ccccc1 | -10% | 2% | -4% | 1% | 3% | 2 | u | -3% | x
Cc1c(-c2ccccc2)nc(-c2ccccc2)[nH]c1=O | -9% | -13% | u | x | -50% | 2 | u | -3% | -10%
COc1cccc(-c2nc(S(=O)(=O)c3ccccc3)c(N3CCC(C)CC3)o2)c1 | -20% | 75%[activator] | -18% | 2% | 5% | 0 | -20% | -27% | x
COC(=O)CNc1nc(Cl)nc(Nc2ccc(C)cc2)n1 | 0% | -4% | 20% | 3% | 29% | -11 | -3% | -6% | 0%
CC(C)(C)C(=O)COC(=O)c1ccc2c(c1)C(=O)N(Cc1ccco1)C2=O | -20% | u | -3% | -5% | -15% | 6 | -10% | 0% | -3%
CCCc1cc(NCCCO)n2c(nc3ccccc32)c1C#N | -6% | 241%[activator] | -2% | -1% | 0% | 2 | 433%[activator] | -5% | 22%
CC(=O)NC(CCS(C)(=O)=O)C(=O)Nc1c(F)cccc1F (stereo not given) | -17% | -6% | 28% | -6% | 13% | -8 | 0% | 0% | 12%
COC(=O)/C(=C\c1c[nH]c2ccccc12)NC(C)=O | -5% | -7% | 14% | 11% | -10% | -5 | 0% | -4% | 0%
COc1cc2[nH]c(=O)n(CCCC(=O)N3CC=C(c4ccccc4)CC3)c(=O)c2cc1OC | -8% | -19% | -16% | -5% | 8%[11.4 µM] | 5 | 0% | -6% | -3%
CCn1nc(C)c([N+](=O)[O-])c1C(=O)NNC(=O)c1ccc(Cl)cc1 | 4% | -2% | 0% | 6% | 8% | -11 | 0% | 0% | 11%
NC(=O)c1c(NC(=O)CSc2nnc(Cc3ccccc3)n2Cc2ccco2)sc2c1CCC2 | -8% | u | 2% | 9% | -45% | 1 | 9% | -9% | -4%
COCCCn1c(SCc2cccc(Cl)c2)nc2c(sc3ccccc32)c1=O | -5% | 2% | 23% | -4% | 12% | -7 | 0% | -8%[60.1 µM] | x
O=C(Cc1ccsc1)Nc1ccc(Cl)cc1Cl | 3% | -19% | u | 8% | 14% | 2 | -5% | -11% | -5%
Oc1ccc(C[C@@H]2CNCCN2CC2(c3ccccc3)CC2)cc1 | 0% | x | x | 1% | -11% | -16 | -12% | -2% | 15%
CCn1c(SCC(=O)Nc2ccc3c(c2)n(C)c(=O)n3C)nnc1-c1ccncc1 | -25% | -19% | -1% | 3% | 1% | -6 | 0% | -13% | -6%
Cc1cc(C(=O)COC(=O)C2=NNC(=O)CC2)c(C)n1-c1ccc(OC(F)F)cc1 | 6% | u | 2% | 0% | -16% | -1 | u | -5% | 13%
COc1ccccc1NC(=O)c1c(C)cc(C)nc1SCC(=O)Nc1cccc(C)c1 | -14% | 1% | 9% | 0% | 8% | -16 | -8% | 5% | x
COc1cc(NC(=O)C2CC(=O)N(CCc3ccc(F)cc3)C2)cc(OC)c1OC (stereo not given) | -6% | -7% | 2% | 9% | -20% | -4 | -19% | -2% | 26%
FC(F)(F)c1ccc(C2[C@H]3CN(Cc4ccc(-c5ccccc5)cc4)[C@H](c4ccccc4)C34CC2(c2cccnc2)C4)cc1 (stereo not given in full) | -5% | -13%&-3% | 29% | 1% | -9% | -1 | -2% | 12% | -5%&0%
O=C(c1cc2cc(Cl)ccc2oc1=O)N1CCCC1 | -7% | 1% | -1% | 2% | -25% | 0 | 241%[activator] | -7% | -3%
COc1cccc(CN2CCN(S(=O)(=O)c3ccccc3)CC2)c1OC | -3% | x | x | -1% | -1% | -8 | 12% | -5% | x
O=C(c1ccco1)N1CCN(C(=O)c2cn(-c3ccccc3)nc2-c2ccccc2)CC1 | -11% | x | x | 4% | 8% | -4 | 14% | -1% | 13%
O=C(/C=C/c1ccccc1)/C=C/c1ccccc1 | 18µM* | -11% | 24% | -8% | -41% | -6 | -3% | -11% | 10%
COC(=O)/C=C\c1cc(O)ccc1O | x | x | x | x | -73%[56.9 µM] | x | u | -11%[19.4 µM] | u
CCCc1nnc(NC(=O)CCC(=O)N2CCN(CCOc3ccc(C)cc3)CC2)s1 | -8% | 10% | 23% | -3% | 9% | -2 | 18% | -8% | 0%
CC(C)(C)C1CCc2c(sc(NC(=O)CSc3nnc(-c4ccccc4)o3)c2C#N)C1 (stereo not given) | -25% | -16% | -17% | 1% | -31% | 4 | 13% | -14% | -1%
COc1cc(/C=C(\C#N)C(=O)NC(C)C)cc(Cl)c1O | 4% | -13% | -11% | -8% | 0% | 0 | 35%[activator] | -6% | 9%
COc1cc2cc(C(c3nnnn3C(C)(C)C)N3CCc4ccccc43)c(=O)[nH]c2cc1OC (stereo not given) | -1% | -8% | 51% | x | -13% | 0 | -26% | -10% | 0%
C=CCOC(=O)C1=C(C)NC(SCC(=O)OCC)=C(C#N)C1c1ccc(C)cc1 (stereo not given) | 18µM* | -10% | -9% | 4% | -36% | 2 | 23% | -17% | -1%
N#CC1=C(N)Oc2n[nH]c(-c3ccc(F)cc3)c2C1c1ccncc1 (stereo not given) | -8% | -5% | 1% | 4% | -1% | 1 | -21% | -2% | -5%
C=C(C)c1cccc(C(C)(C)NC(=O)NCc2ccncc2)c1 | 2% | 97%[activator] | -15% | -15% | 11% | -6 | -14% | -7% | 12%
CCCCOc1ccc(/C=N/NC(=O)c2nnn(-c3nonc3N)c2CN2CCCCCC2)cc1 | -20% | x | x | -5% | -25% | -3 | 5% | u | x
CC1(C)C(C=C(Cl)Cl)C1C(=O)N1CCN(c2ccccc2)CC1 (stereo not given) | -21% | -1% | u | -3% | -24% | 4 | -4% | u | -8%
CC(=O)N1CCC(C(=O)Nc2cc(C)cc(C)c2)CC1 | -2% | -1% | -1% | 13% | -14% | -3 | 131%[activator] | -2% | -2%
CC(=O)c1ccc(S(=O)(=O)N2CCC(NC(=O)Nc3cccc(F)c3)CC2)cc1 | -26% | -22% | 37% | -6% | -11% | -2 | -11% | -8% | u
O=C(Nc1ccccc1Cl)ON=C1c2ccccc2-c2ccccc21 | -14% | u | -4% | -5% | 7% | -8 | x | -1% | -4%
O=C1NCCN1CCNS(=O)(=O)c1ccccc1[N+](=O)[O-] | -3% | 3% | 5% | -6% | -1% | 1 | -22% | -8% | 16%
CCCS(=O)(=O)N1CCC(C(=O)NCCOC)CC1 | -13% | 5% | 5% | 4% | -5% | 1 | -15% | -4%[60.1 µM] | x
COc1ccc2cc3cc(C(=O)NCc4ccc5c(c4)OCO5)oc3nc2c1 | u | -18% | u | -1% | -30% | 1 | u | u | -2%
CC(Sc1nc(NCc2ccccc2)nc(N2CCOCC2)n1)C(=O)Nc1ccccc1 (stereo not given) | -17% | -8% | -1% | -2% | -21%[11.4 µM] | -1 | 0% | -4% | -4%
COc1ccc(C(C)(C)C)cc1NC(=O)COC(=O)c1nc2nccc(C)n2n1 | -8% | x | x | 4% | 10% | 0 | 0% | -19% | 7%
CC1(C)c2cc(O)ccc2OC1N1CCOCC1 (stereo not given) | 1% | -3% | -14% | -1% | -9% | 8 | 1% | -10% | 37%
Cc1ccc(S(=O)(=O)N(C)C)cc1NC(=O)c1ccc(OC(F)(F)F)cc1 | -15% | 5% | 41% | 5% | 23% | -13 | -9% | -11% | 1%
COc1ccc(Cn2ccc3nc(C)c(C(=O)Nc4ccc(C)c(F)c4)cc3c2=O)cc1 | -18% | u | 0% | -3% | -13% | -4 | -1% | 6% | x
COc1ccc(C(=O)NCCS(=O)(=O)N2CCN(Cc3ccccc3)CC2)cc1 | -13% | x | x | -2% | 14% | 0 | u | 7% | -8%
